# Screens: PubChem, The Scripps Research Institute Molecular Screening Center
# CHRM1 antagonist = blocks human M1 muscarinic receptor; P11229; CHO-K1 hM1, Fluo-8 calcium fluorescence, ACh EC80 antagonist; inhibition, % at 3 µM; 1.3% of 360,000 active; AID 588852;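 active = percent inhibition above its own plate's cutoff, namely the mean of that plate's compound wells plus 3 SD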;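 also: peak over basal fluorescence ratio during 140 s after agonist addition; 0% = ACh EC80 plus DMSO and 100% = DMSO alone without agonist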
# CHO parental Ca = counter-screen: ATP calcium response change in parental CHO cells; AID 463079; parental CHO-K1, ATP-induced calcium, Fluo-8 fluorescence; inhibition, % at 5.6 µM; 0.63% of 330,000 active;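 active = inhibition above that plate's mean sample inhibition plus 3 SD, cut at about 26% in these data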;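 also: 0% = ATP-challenged DMSO wells and 100% = DMSO wells without ATP; some compounds past the cut are filed as inactive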
#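 Measured by: calcium-sensitive Fluo-8 fluorescence / Test system: CHO parental line / Controls: ATP-challenged DMSO wells low, unchallenged DMSO wells high / Measure: % inhibition / Compound: single nominal dose of 5.6 µM per compound / Replicates: single well per compound, no replicates / Reagent: ATP as calcium-mobilizing challenge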
# CHRM1 PAM = positive allosteric modulators of human M1 muscarinic receptor. P11229. 0.088% of 360,000 active. activation, % at 3 µM. CHO-K1 hM1, Fluo-8 calcium fluorescence, ACh EC20; 0% = ACh EC20, 100% = maximal ACh. AID 588819; in the data active = activation above about 19%, passing the limit was not always enough
# M4 ag = agonists of human muscarinic M4 receptor (CHRM4); P08173; CHO-K1 hM4/Gqi5, Fluo-8 calcium fluorescence; vehicle 0%, full acetylcholine response 100%; activation, % at 3 µM; 0.14% of 360,000 active;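 active = activation above the run mean over all test wells plus 3 SD, cut at about 32% in these data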;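 also: peak over basal fluorescence ratio per well then scaled between controls; 0% = DMSO wells and 100% = acetylcholine at EC100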
# Target sequence (P08173 whole entry, looked up): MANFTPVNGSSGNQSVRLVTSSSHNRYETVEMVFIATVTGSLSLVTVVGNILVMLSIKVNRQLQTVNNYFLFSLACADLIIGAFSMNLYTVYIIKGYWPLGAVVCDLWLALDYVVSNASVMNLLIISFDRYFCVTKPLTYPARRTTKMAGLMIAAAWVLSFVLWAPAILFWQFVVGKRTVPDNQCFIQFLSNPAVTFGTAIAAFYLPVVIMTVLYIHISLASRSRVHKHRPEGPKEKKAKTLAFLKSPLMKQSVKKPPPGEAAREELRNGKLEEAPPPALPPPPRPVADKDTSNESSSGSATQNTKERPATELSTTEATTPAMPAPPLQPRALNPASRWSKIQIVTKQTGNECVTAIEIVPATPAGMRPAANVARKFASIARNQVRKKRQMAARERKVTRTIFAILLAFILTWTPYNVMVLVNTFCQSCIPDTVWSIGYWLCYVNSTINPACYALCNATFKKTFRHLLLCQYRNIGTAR
# OXTR potentiate = potentiates the human oxytocin receptor response; P30559; CHO-OTR cells, Fluo-8 calcium fluorescence, potentiator mode; 0% = oxytocin EC15, 100% = EC100; activation, % at 3 µM; 0.061% of 320,000 active;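 active = activation above that plate's cutoff, the mean activation of tested compounds plus 3 SD, cut at about 6.6% in these data, passing the limit was not always enough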;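 also: 100% uses oxytocin at 75 nM as the full agonist control; some results filed as inactive read as strong as hits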
# Target sequence (P30559 whole entry, looked up): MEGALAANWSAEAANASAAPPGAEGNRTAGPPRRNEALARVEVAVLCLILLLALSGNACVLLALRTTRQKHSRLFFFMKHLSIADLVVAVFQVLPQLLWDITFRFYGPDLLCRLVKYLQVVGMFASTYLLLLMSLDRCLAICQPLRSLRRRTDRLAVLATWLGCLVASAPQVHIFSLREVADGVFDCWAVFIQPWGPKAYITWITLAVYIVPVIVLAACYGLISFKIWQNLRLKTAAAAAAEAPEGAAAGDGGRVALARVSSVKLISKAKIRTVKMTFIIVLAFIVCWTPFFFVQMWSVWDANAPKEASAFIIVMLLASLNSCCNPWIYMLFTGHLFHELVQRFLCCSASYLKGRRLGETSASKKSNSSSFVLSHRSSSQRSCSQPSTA
#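 Measured by – Fluo-8 calcium dye fluorescence · Test system – human OTR in CHO cells · Dosing – one concentration, 3.0 µM compound · Controls – EC15 oxytocin alone as 0%, 75 nM oxytocin as 100% · Evaluation – normalized max/min fluorescence ratio, % activation · Timing – 6 min pre-incubation, 100 s read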
# CHO-K1 Ca ag = counter-screen for M1 agonists: effect in parental CHO-K1 cells; Fluo-8 calcium fluorescence; scaled to maximal ATP response, vehicle zero; activation, % at 3 µM; 0.48% of 360,000 active; in the data active = activation above about 15%;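 also: untransfected CHO-K1 host cells lacking M1 receptor as counterscreen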
# M1 ag = human M1 muscarinic receptor agonism | P11229 | CHO-K1 hM1, Fluo-8 calcium fluorescence, agonist mode; 0% DMSO, 100% acetylcholine EC100 | activation, % at 3 µM | 0.33% of 360,000 active | AID 588814;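 active = activation above the run's mean compound activation plus 3 SD, cut at about 16% in these data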;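 also: peak over basal fluorescence ratio within a 140 s kinetic read after compound addition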
# M4 antag = antagonists of human muscarinic M4 receptor (CHRM4). CHO-hM4 cells, ACh EC80, Fluo-8 calcium fluorescence. inhibition, % at 3 µM. AID 624125. 0.73% of 360,000 active. P08173;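 active = inhibition above its plate's cutoff, the mean inhibition of sample wells plus 3 SD, cut at about 27% in these data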;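 also: 0% = acetylcholine EC80 with DMSO and 100% = DMSO without agonist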
# CHO-K1 Ca antag = nonselective inhibitor or artifact in parental CHO-K1 cells | inhibition, % at 3 µM | 0.6% of 360,000 active | ATP-induced calcium, Fluo-8 fluorescence;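 active = inhibition above a per-plate cutoff, the plate's mean sample inhibition plus 3 SD, cut at about 24% in these data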;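 also: 0% = DMSO plus EC80 ATP and 100% = DMSO alone without ATP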
# * = called active by the depositor; . = no result given.
smiles	M1 ag	CHRM1 antagonist	M4 ag	CHO-K1 Ca antag	CHO-K1 Ca ag	CHRM1 PAM	OXTR potentiate	CHO parental Ca	M4 antag
Cc1cc(C)n2nc3nc(N4CCCC4)nc(-c4ccccc4)c3c2n1	-9	-41	0	-4	-0.2	-1	1	-18	6
O=C1C(c2ccc(F)cc2)N(Cc2ccc3c(c2)OCO3)C(=O)CN1C1CCCC1 (stereo not given)	-3	-5	2	0	1.7	1	-1	-25	-8
CC(C)C(=O)Nc1nnc(SCC(=O)N2c3ccccc3CC2C)s1 (stereo not given)	-2	6	4	12	0.1	5	-17	-27	0
O=C(NN=Cc1ccccc1)C(Oc1ccccc1)c1ccccc1 (stereo not given)	0	-20	1	-13	0.4	10	.	.	-15
Cc1ccc(S(=O)(=O)Nc2nc(C)cc(-n3nc(C)cc3C)n2)cc1	-2	-15	1	-13	0.4	13	3	2	0
CCOc1cc(N2CCOCC2)c(OCC)cc1NC(=O)c1ccc(OC)c(S(=O)(=O)N2CCOCC2)c1	-2	-10	1	-1	0.3	5	-5	-24	0
Oc1c(Cl)cc(Cl)cc1CNn1cnnc1	-3	-2	1	-6	2.5	10	-13	-15	-10
CCC(CC)C(=O)c1c[nH]c(C(=O)NCc2ccccc2)c1	-2	-8	3	-11	2.4	2	-8	-13	-1
NC(=O)c1c(NC(=O)c2ccccc2Cl)sc2c1CCC2	3	-19	-1	-10	0.5	11	-6	-17	-3
O=C(Nc1ccc(F)cc1)Nc1cc(OCC(F)(F)F)cc(OCC(F)(F)F)c1	1	18	12	32*	14	-18	-7	40*	19
O=C(NC1CCCC1)c1cnn2c(C(F)(F)F)cc(-c3ccco3)nc12	-6	-1	2	-11	2.5	-1	-2	-16	-1
CC(=O)Oc1ccc(N(C(C)=O)S(=O)(=O)c2cccs2)cc1	-4	-2	1	-13	0.5	-2	2	-4	4
C[C@H]1CN(c2ccc(Br)cc2)C(=O)[C@@H]1CC(=O)Nc1ccc(Br)cc1	2	-6	4	6	0.3	-2	.	.	-9
CCOc1ccc(NC(=O)CN(C)C(=O)CCNC(=O)c2ccc(Br)cc2)cc1OCC	-4	10	1	-12	0.1	-3	-2	-20	-2
Cc1ccc(OCCC(=O)NNC(=O)c2ccc(Br)cc2)cc1	-4	-21	1	-12	0.1	8	2	-14	1
Cc1nc2sc(C(c3cccc(F)c3)N3CCC(C)CC3)c(O)n2n1 (stereo not given)	0	2	0	15	0.2	4	-8	-15	3
Cc1ccc(N(CC(O)Cn2c3ccccc3c3ccccc32)S(C)(=O)=O)cc1 (stereo not given)	-2	5	14	-4	1.5	4	-4	0	16
O=C(COC(=O)CNC(=O)c1cccc([N+](=O)[O-])c1)Nc1cccc(S(=O)(=O)N2CCCCC2)c1	-2	-3	6	-7	6.5	2	-9	-18	7
O=C1/C(=C/c2ccco2)SC(=S)N1C1CCS(=O)(=O)C1 (stereo not given)	-7	1	0	-8	0.6	8	-21	0	8
CCCS(=O)(=O)c1ccc(COC(=O)Cc2ccc([N+](=O)[O-])cc2)cc1	-7	11	5	3	1.8	-8	-19	4	4
CCOC(=O)c1sc(NC(=S)NC(=O)c2ccco2)nc1C	-3	-3	-1	-7	-0.1	4	1	-5	-4
O=C(NCCN1CCN(c2ccccc2F)CC1)C1CCCN(S(=O)(=O)c2cnc[nH]2)C1 (stereo not given)	-6	-10	0	-8	-0.4	1	-3	-4	-3
COc1ccccc1N1CCN(CCNC(=O)Nc2cccc(C)c2C)CC1	0	-6	4	-2	2.1	5	-18	-31	2
CCC(C(=O)NC1CCCCC1)n1c(SCc2cccc(C)c2)nc2ccncc21 (stereo not given)	-11	28	3	-9	2.0	-29	-8	-9	23
CC(NCc1ccccc1)c1ccccc1O (stereo not given)	-5	-10	1	-8	1.1	3	1	-9	2
O=C1c2ccccc2C(Nc2cccnc2)N1Cc1ccccc1Cl (stereo not given)	-10	18	12	8	2.0	-11	-2	-17	4
COc1ccc(N=C2SC(CC(=O)Nc3ccccc3)C(=O)N2CCc2ccccn2)cc1 (stereo not given)	-3	-2	10	-7	3.7	5	-11	-5	4
CCC(Cc1ccccc1)NC(=O)C1CCN(S(=O)(=O)c2c(C)noc2C)CC1 (stereo not given)	2	-4	0	-18	0.2	7	-6	-1	5
CC1(C)CC(=O)c2cc(OCC(=O)NCCN3CCOCC3)ccc2O1	-2	-2	0	-8	0.8	3	-7	-13	-4
CC(C)(C)c1ccc(C(=O)OCC(=O)Nc2cccc(S(=O)(=O)NC3=NCCC3)c2)cc1	4	-19	4	-14	1.5	12	.	.	-8
COc1ccccc1N1CCN(C(=O)CSc2nnc3n2C(C)(C)Cc2ccccc2-3)CC1	2	16	20	3	13	-12	-12	-8	8
CCOC(=O)CN1C(=O)C(=O)N(Cc2c(C)cc(C)cc2C)C1=O	-2	2	0	-8	0.5	0	-8	-4	6
Cn1c(=O)c2c(nc(CN3CCC(C(N)=O)CC3)n2Cc2ccccc2F)n(C)c1=O	-1	-13	3	-11	0.8	11	-1	-4	-18
Nc1ncc([N+](=O)[O-])cc1S(=O)(=O)c1ccccc1	-8	-16	1	-10	-0.1	8	2	-2	4
Cc1ccc2nc(-c3ccncc3)cc(C(=O)NCCc3ccc(F)cc3)c2c1	-5	-1	2	15	0.1	3	-14	-21	5
O=S(=O)(c1ccccc1F)N1CCc2ccccc2C1	-5	-13	-1	-8	-0.1	-1	-14	4	-2
CCOC(=O)C1CCN(C(=O)COc2ccc(Br)cc2)CC1	-3	-5	1	-4	1.6	11	-5	-8	3
COC(=O)[C@]12CCCCC=C1N(CCC1=CCCCC1)C(=O)[C@H](CC(=O)NCC1CCCCC1)C2	.	.	1	-10	-0.1	.	.	.	4
CS(=O)(=O)N(CC(=O)N1CCCCC1)c1ccc2c(c1)OCO2	-6	0	0	-2	10	-3	0	-7	9
O=C(NCCc1ccccc1)c1ccccc1C(=O)NCCc1ccccc1	-3	-13	1	-10	0.4	10	3	-28	9
O=C(Nc1cccc2cccnc12)c1cccc([N+](=O)[O-])c1	-7	-13	1	-15	1.4	5	2	-16	-2
COc1ccc(OC)c(CN(CCCN2CCOCC2)C(=O)Nc2ccccc2)c1	-3	-8	1	-1	0.8	12	3	-22	10
CCOc1ccc(CNC(=O)NS(=O)(=O)c2ccc(OC)cc2)cc1	-1	-14	1	-12	-0.2	12	-10	-6	10
Cc1ccc(CNC(=O)c2ccc(N(C)S(=O)(=O)c3ccccc3)cc2)cc1	3	13	6	-7	2.5	11	-6	-16	-6
Cc1cc2oc(=O)cc(CN3CCN(c4ccc(Cl)c(Cl)c4)CC3)c2cc1Cl	8	5	1	15	0.4	9	.	.	-4
CCOC(=O)C1CCN(c2c(N(C)Cc3ccco3)c(=O)c2=O)CC1	-3	-6	1	0	-0.1	1	7	-2	-14
CN(Cc1cnccn1)Cc1cn(Cc2ccccc2)nc1-c1ccc2c(c1)OCO2	-3	0	1	-19	1.0	-2	-1	-10	-9
CN(C)S(=O)(=O)Oc1ccsc1C(=O)Nc1ccc(C(F)(F)F)cc1	-5	-1	1	3	0.1	-5	1	-13	-2
Cc1ccc(NC(=O)CCn2cccc2)cc1C	1	-4	1	-7	-0.2	10	-13	-15	-14
COc1cccc(C(=O)Nc2cc(NC(=O)c3ccco3)ccc2OC)c1	-2	0	3	-7	1.7	1	-10	-15	-6

# Next compounds.
smiles	M1 ag	CHRM1 antagonist	M4 ag	CHO-K1 Ca antag	CHO-K1 Ca ag	CHRM1 PAM	OXTR potentiate	CHO parental Ca	M4 antag
Cc1ccc(Sc2c([N+](=O)[O-])ncn2C)cc1	-7	0	0	-6	-0.1	-4	1	-1	7
O=C(NCCCO)C(=O)NCc1ccncc1	-2	-4	0	-11	-0.3	5	-8	1	13
Cc1ccc(Sc2ccc(NC(=O)c3ccc(F)cc3)cc2C#N)cc1	-4	10	1	9	-0.3	-10	.	.	-6
CC(=O)c1ccc(N2CCN(CC(=O)NCc3ccccc3)CC2)cc1	-3	1	2	-10	1.3	-1	-18	4	5
O=C(O)C1C2CCC1C(O)C2 (stereo not given)	13	7	0	13	0.1	12	.	.	5
O=C(CSc1nc2[nH]c(=O)cc(O)c2s1)Nc1nccs1	-4	-12	2	-16	0.2	11	-2	-9	-12
S=C(NCc1ccccc1)N1CCN(c2ccccc2)CC1	-9	9	3	-4	1.3	-6	-19	-2	2
O=C(CN1C(=O)COc2ccccc21)NCCC1=CCCCC1	-2	-28	1	-10	-0.3	8	-3	-10	1
O=c1[nH]c2c(Br)cnc([N+](=O)[O-])c2[nH]1	-4	-16	-1	-13	0.6	8	-1	-7	0
CCC(C(=O)NC1CCCCC1)n1c(SCc2ccccc2F)nc2ccncc21 (stereo not given)	-12	9	4	-18	1.8	-17	-3	-15	2
COc1ccc(NC(=O)CNC(=O)Cn2cnc3sc4c(c3c2=O)CCCC4)cc1OC	-1	-3	0	-19	1.0	4	-13	-10	2
O=C1c2cccc([N+](=O)[O-])c2C(=O)N1CCO	-3	2	1	-3	-0.1	6	0	3	12
CN(C(=O)CSCC(=O)Nc1ccc(Cl)cc1)C1CCCCC1	0	-11	3	-17	0.1	1	-7	-14	-12
CCOC(=O)c1cc2c(ccn2C)n1CC(=O)N1CCN(c2ccccc2)CC1	-2	-7	1	-23	1.3	2	-1	-11	-7
Cc1[nH]c2ccccc2c1C(C#N)(C#N)C1C(=O)c2ccccc2C1=O	-2	16	6	-3	1.7	2	-19	-16	25
O=C(CC(=O)N/N=C/c1ccc(C(=O)O)cc1)NCCc1ccccc1	-3	-9	1	1	0.4	7	1	-1	-6
Cc1ccc(C)n1-c1ccc(C(=O)N2CCOCC2)cc1	-3	14	2	22	-0.1	-9	-6	-1	11
COc1cc(OC)cc(-c2nc3ccccc3c(=O)n2NC(=O)c2cccnc2Cl)c1	-5	-6	3	-4	0.6	10	6	-3	1
CCS(=O)(=O)CCSc1nc(C)cc(C)c1C#N	-4	34	1	0	0.0	-19	-4	-1	6
CN(C(=O)CSc1nnc(-c2ccncc2)n1Cc1ccccc1)C1CCS(=O)(=O)C1 (stereo not given)	-6	-6	2	-14	1.5	6	-4	-1	-3
COc1ccccc1NC(=S)NC(C)C(c1cccs1)N1CCOCC1 (stereo not given)	-5	-7	0	-4	0.4	11	0	-22	8
CCc1cc2c(N=Nc3c(O)[nH]c4ccccc34)ncnc2s1	-8	-7	0	-4	-0.1	3	-10	7	11
CCC1CN(C(=O)NCc2cccc(OC)c2)c2ccccc2O1 (stereo not given)	-7	9	5	-2	0.5	-5	.	.	2
